Source: PubChem BioAssay (National Center for Advancing Translational Sciences (NCATS))
Lipid storage S3: qHTS Assay for Lipid Storage Modulators in Drosophila S3 Cells. Potency in µM for hits, for the others lipid storage change, negative = inhibition, % at the top dose, mostly 46.1 µM. 0.64% of 320,000 active. AID 2685. Drosophila S3 cells, BODIPY lipid droplet fluorescence, 18-24 h; cells fed with added oleic acid; active means well fitted inhibition curve with a large enough effect in the signal ratio, with a control signal flat, not every such curve was filed as active; inconclusive means small, poorly fitted or top-dose-only effect, or effect the other way, or a change in a side signal; the % refers to the signal ratio
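Drosophila S3 cells got compounds at several concentrations plus oleic acid (400 uM solution). Laser-scanning cytometry with 488 nm excitation read lipid droplets at 500-530 nm and cells at 575-640 nm. Percent activity was relative to 20 uM Triacsin C.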
Lipid storage S3 cell count max: second read-out of Lipid storage S3, no call of its own (marks repeat the call); cell number change, %; measured here: cell count max response;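 cells counted by Cell Tracker Red CMTPX staining in the red channel; peak over a dose series mostly up to 46.1 µM; percent activity relative to internal control wells on each plate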
* marks the source's active call; other numbers are inactive results; i = inactive; ? = inconclusive; nt = no result given; [ ] = dose if it differs, or a comment. On the % scale 0 is the no-effect control and ±100 the full control effect; potency means the concentration at half of the fitted maximal effect.

Lipid storage S3 | Lipid storage S3 cell count max | SMILES
? | nt | O=C(CNC(=S)N(Cc1ccc(F)cc1)C1CCCCC1)NC1CC1
? | nt | CCOC(=O)C1CCN(S(=O)(=O)c2ccc(C(=O)OC)cc2)CC1
-8% | -5 | O=C(O)CN1CCN(CC(=O)O)CCN(CC(=O)O)CCN(CC(=O)O)CC1
? | nt | Fc1ccc(NC(=S)NCc2ccc3c(c2)OCO3)cc1
? | nt | Cc1cc(C)cc(C(=O)N2CC(=O)Nc3ccccc32)c1
? | nt | Cc1noc(C)c1C(=O)OCC(=O)N(C)C1(C#N)CCCCC1
-28% | nt | O=C(Nc1nccc(-c2cccs2)n1)c1ccccc1Cl
18%[0.0737 µM] | nt | COc1ccc(C(CNC(=O)C(C)Oc2ccc(Br)cc2)N2CCOCC2)cc1 (configuration not stated)
23% | -3 | O=C(CN1C(=O)NC2(CCCC2)C1=O)OCc1ccccc1F
9% | 13 | CSC(=S)N(C)C1CCS(=O)(=O)C1 (configuration not stated)
1% | 1 | CCc1cc2c(=O)[nH]c(N3CCOCC3)nc2s1
8% | 24 | COc1ccc(-c2cc(C(F)(F)F)n3nc(C(=O)NCCCN4CCOCC4)cc3n2)cc1
15% | 0 | CCOC(=O)CNC(=O)/C(=C\c1ccc(F)cc1)NC(=O)c1ccccc1
-13% | nt | CS(=O)(=O)c1ccc(Cl)c(NC(=O)CN2C(=O)C3CCCCC3C2=O)c1 (configuration not stated)
14% | 9 | CN(CCCCOc1ccc(F)cc1)Cc1ccccc1
? | nt | O=C(N[C@@H](Cc1ccccc1)C(=O)OCc1ccccc1)c1nc[nH]c1C(=O)NCc1ccccc1
? | nt | CCOC(=O)c1c([N+](=O)[O-])c(C)[nH]c(=O)c1C#N
13% | 2 | CCCNC(=O)COCc1cc(-c2ccc3c(c2)OCO3)on1
? | nt | COc1ccc(Cl)cc1S(=O)(=O)N(C)CC(=O)NCc1ccccn1
? | nt | c1ccc(C2=Nc3ccccc3OC2)cc1
-3% | 6 | Cc1ccc(S(=O)(=O)Nc2cc(=O)[nH]c(SCc3ccc(Cl)cc3)n2)cc1
? | nt | Cc1ccc(CNC(=O)C2CCN(S(=O)(=O)N3CC(C)CC(C)C3)CC2)cc1 (configuration not stated)
? | nt | Cc1ccc(NS(=O)(=O)c2ccc(OCC(=O)NCc3cccnc3)cc2)cc1
? | nt | COc1ccc(-c2csc(N(CC3CCCO3)C(=O)c3cccs3)n2)cc1 (configuration not stated)
29% | nt | CC(C)Oc1ccc(CC(=O)NNC(=S)Nc2ccc(Br)cc2)cc1
3% | 0 | COc1ccc(NC(=O)c2cc(C)n(Cc3cccs3)c2C)cc1
? | nt | CC1(c2ccccc2Cl)NC(=O)N(CC(=O)Nc2cccnc2Cl)C1=O (configuration not stated)
? | nt | Cc1ccc(CNC(=O)c2ccc3nc4[nH]c5ccccc5c4nc3c2)cc1
-13% | -6 | CCN(C(=O)c1cc2c(=O)[nH]c3ccc(C)cc3c2s1)c1cccc(C)c1
? | nt | O=C(NC1CCCCC1)c1ccc2snnc2c1
i | -1 | O=C(NC1CC2CCCC(C1)N2C(=O)Nc1cccc(F)c1)C1CC1 (configuration not stated)
2% | -18 | CCn1cc(S(=O)(=O)Nc2ccc(C)c(Cl)c2)cn1
22% | 1 | COc1ccc2c(c1)c(C(=O)OCCN(C)C)c(C)n2C
? | nt | COc1ccc(CN=Cc2c(O)[nH]c3ccccc23)cc1
? | nt | COc1ccc(CN2CCN(CCc3ccccc3)C(CCO)C2)c(O)c1 (configuration not stated)
? | nt | COc1ccccc1CCN=C(N)NS(=O)(=O)c1cc(F)ccc1F
-1% | -27 | CN(C)N1C(N)=C(C#N)C(c2cccs2)C2=C1CCCC2=O (configuration not stated)
-5% | -1 | CC(=O)Nc1ccc(Sc2ccccc2C(=O)O)cn1
5% | 4 | O=C(NCC1CCCO1)c1ccc([N+](=O)[O-])s1 (configuration not stated)
? | nt | Cc1cc(CNC(=O)C2CCC(=O)N(Cc3ccccc3F)C2)nn1C (configuration not stated)
-16% | nt | COc1ccc(N2CCN(c3ccc(C(=O)O)cc3[N+](=O)[O-])CC2)cc1
? | nt | CCN(CC(=O)Nc1ccccc1C(F)(F)F)C(=O)C1=COCCO1
? | nt | COc1ccc(CN(C(=O)/C=C/C(=O)c2ccc(OC)cc2O)C(C(=O)NC2CCCCC2)c2ccncc2)cc1 (configuration not stated)
-5% | -1 | Cc1cc(C)n(C(=O)CN2C(=O)CCC2=O)n1
? | nt | Cn1c(SCC(=O)NCc2ccccc2)ncc(C(=O)Nc2ccccc2)c1=O

Next section; it opens with the 3 that closed the last part.
Lipid storage S3 | Lipid storage S3 cell count max | SMILES
? | nt | COc1ccc(CN(C(=O)/C=C/C(=O)c2ccc(OC)cc2O)C(C(=O)NC2CCCCC2)c2ccncc2)cc1 (configuration not stated)
-5% | -1 | Cc1cc(C)n(C(=O)CN2C(=O)CCC2=O)n1
? | nt | Cn1c(SCC(=O)NCc2ccccc2)ncc(C(=O)Nc2ccccc2)c1=O
? | nt | CC(C)c1nc2cc(C(=O)N3CCN(c4cnccn4)CC3)ccc2o1
-8% | -3 | Cc1ccc(NC(=O)N2CCCN(C(=O)OC(C)(C)C)CC2)cc1Cl
-8% | -26 | CCOC(=O)N1CCN(S(=O)(=O)c2ccc(OCC(=O)OC)c(Cl)c2)CC1
? | nt | COc1cc(OC)c(NC(=O)c2csc(C)c2)cc1Cl
? | nt | CCOc1ccc(-n2ccnc(SCC(=O)Nc3ccc(OC)cc3OC)c2=O)cc1
20% | 10 | O=C(NCc1nc2ccccc2[nH]1)C1=C[C@H](c2ccc3c(c2)OCO3)C[C@H](OCc2ccc(CO)cc2)O1
? | nt | COc1ccc(CCNc2ccc(S(=O)(=O)N3CCCC3)cc2[N+](=O)[O-])cc1
12% | 11 | COC(=O)Cc1c(CSc2ccccc2)oc2ccc(O)c(CN(C)C)c12
i | nt | CC(C)COC(=O)NCCOC(=O)Nc1cccc(Cl)c1
-1% | 2 | O=C(Cc1cccs1)N/N=C\c1ccc(O)cc1
? | nt | Cc1cc(=O)n2[nH]c(NCc3ccccc3F)nc2n1
? | nt | CCN(CC)C(=O)C1CC(c2ccc(OC)cc2)=NO1 (configuration not stated)
? | nt | COc1cccc2c1C(=O)C[C@]1(CCCC[C@@H]1C)O2
? | nt | CCOC(=O)c1c(CSc2ccccc2)oc2ccc(O)cc12
i | nt | COc1ccc(-c2nc3nc(C)cc(C)n3n2)cc1
11% | 5 | COc1ccccc1NC(=O)CCc1nc(-c2ccccc2F)no1
? | nt | COCCCNC(=O)CC(NS(=O)(=O)c1ccc(C)cc1)c1ccc(OC)cc1 (configuration not stated)
? | nt | CCc1ccc(CN(Cc2cccnc2)C(=O)/C=C/c2ccc(OC)cc2)cc1
-3% | -1 | N#Cc1cc([N+](=O)[O-])ccc1NCCc1ccccn1
-4% | 5 | CSc1ccccc1NC(=O)CN(C)Cc1cc(=O)n2ccsc2n1
-1% | 14 | CC[N+]1(CC)CC2=Cc3c(ccc4ccccc34)C(C)C2C1 (configuration not stated)
1% | -15 | O=C(NC1CCCC1)C(c1ccc(F)cc1)N(Cc1ccc(F)cc1)C(=O)c1ccn[nH]1 (configuration not stated)
? | nt | COc1ccccc1C(=O)NNC(=S)NC(=O)c1cccs1
? | nt | O=C(Nc1ccccc1C(=O)Nc1ccc(Br)cn1)c1ccccc1Cl
i | 16 | O=C1CSC(c2cccc(Cl)c2Cl)N1c1ccccn1 (configuration not stated)
? | nt | Cc1ccc(S(=O)(=O)Nc2cc3c4c(c2)C(C)C(=O)N4CCC3)cc1 (configuration not stated)
15% | 30 | CN1CCN(c2ccncc2S(=O)(=O)N2CCCCC2)CC1
? | nt | CCN(CC)S(=O)(=O)c1cccc(NC(=O)CCNC(=O)c2ccc([N+](=O)[O-])cc2)c1
8% | 2 | O=C(N/N=C/c1cccc(OCc2ccccc2)c1)c1ccc(Br)cc1
6% | 7 | FC(F)(F)c1nnc2c(Sc3ccc(Cl)cc3)nc3ccccc3n12
-27% | 3 | O=S(=O)(c1ccc(Cl)cc1)N1CCc2ccccc21
? | nt | O=C1NC(=O)/C(=C/c2ccccc2Oc2ccc(Cl)cc2)S1
? | nt | C=CCN=C1NN=C(c2ccc3c(c2)OCCO3)CS1
? | nt | COCC(=O)NC(c1ccccc1)c1ccccc1
16% | -3 | Cc1nc2c(C(=O)NCc3ccccc3)c[nH]n2c(=O)c1Cl
-16% | -21 | N=C(N)SCCc1cnc[nH]1
? | nt | COC(C[C@@H](O)C[C@@H](O)COCc1ccccc1)OC
? | nt | Nc1nc(SCC(=O)N2CCN(c3ccc(F)cc3)CC2)n[nH]1
? | nt | CC(=O)Nc1cccc(NC(=O)c2ccc(COc3ccccc3)cc2)c1
? | nt | Cc1cc(C)nc(NS(=O)(=O)c2ccc(NC(=O)Cc3ccccc3F)cc2)n1
1% | 1 | O=C(NCCCN1CCOCC1)c1ccc([N+](=O)[O-])cc1[N+](=O)[O-]
i | -11 | CCSc1nc(N)c(C#N)c(-c2ccccc2Cl)c1C#N
i | 18 | COc1ccc(C(=O)N/C(=C\c2cn(C)c3ccccc23)C(=O)NCCCN2CCOCC2)cc1
? | nt | Cc1c(-c2ccccc2)oc2c(C(=O)OCC(=O)Nc3ccc(F)cc3)cccc2c1=O
i | 15 | NC(=O)COc1cccc(/C=N/NC(=O)c2ccc(-n3cccc3)cc2)c1

Reformatted: results already given.
COCC(=O)NC(c1ccccc1)c1ccccc1
  Lipid storage S3: ?; Lipid storage S3 cell count max: nt
Cc1nc2c(C(=O)NCc3ccccc3)c[nH]n2c(=O)c1Cl
  Lipid storage S3: 16%; Lipid storage S3 cell count max: -3
N=C(N)SCCc1cnc[nH]1
  Lipid storage S3: -16%; Lipid storage S3 cell count max: -21

Following part.
Lipid storage S3 | Lipid storage S3 cell count max | SMILES
0% | 6 | CCc1nnc(SCC(=O)NC2CCCC2)nc1CC
? | nt | O=C(OCc1ccccc1)c1ccc2c(c1)-c1ccccc1C2=O
7% | 9 | CC1CN(CC(O)COCc2ccc3c(c2)OCO3)CC(C)O1 (configuration not stated)
i | nt | CCC(C)NC(=O)c1cc(Cl)c(NC(=O)C2=C(C)OCCS2)cc1OC (configuration not stated)
? | nt | CCc1noc(C)c1C(=O)Nc1cccc(S(=O)(=O)N2CCCCCC2)c1
18µM* | 0.1* | Cc1ccc(OCc2nnc(NC(=O)OCC(C)C)s2)cc1
i | 19 | COc1ccc(C(=O)NC(=S)N2CCCC2)cc1
? | nt | C/C(=N\Nc1nc(-c2cc(C)ccc2C)cs1)c1cc2c(ccc3ccccc32)oc1=O
1% | 6 | COc1cc(OC)c2c(C)cc(=O)oc2c1C(CCN1CCN(c2ccccc2)CC1)c1ccc2c(c1)OCO2 (configuration not stated)
17% | -17 | CCC(C)[C@H](NC(=O)NCCCn1ccnc1)C(=O)OC (some centres not stated)
? | nt | COc1ccc(C2(O)CCN(Cc3nnnn3Cc3ccc(C)cc3)CC2)cc1
5% | 13 | OCCC1CN(Cc2ccc(Oc3ncccn3)cc2)CCN1CCc1ccccc1 (configuration not stated)
-5% | 10 | CC(C)C[C@H](NC(=O)NC(C)C)C(=O)O
? | nt | O=C(NNC(=O)C12CC3CC(CC(Cl)(C3)C1)C2)c1csc(N2CCOCC2)n1
-1% | -10 | Cc1cc([N+](=O)[O-])nn1CCCC(=O)Nc1cc(Oc2ccccc2)cc([N+](=O)[O-])c1
-15% | 3 | COC(=O)C1C(=O)C2=C(CC1C)Nc1ccccc1NC2c1ccc(C)s1 (configuration not stated)
0% | -7 | O=C(c1ccccc1[N+](=O)[O-])N1CC2C3C=CC(C3)C2C1 (configuration not stated)
11% | 5 | c1cc2c3c(cccc3c1)C(N1CCCCC1)=N2
? | nt | O=c1c2ccccc2ncn1CCOCCOc1cccc(Br)c1
? | nt | COc1ccc(S(=O)(=O)N(C)CC(=O)Nc2ccccc2C(F)(F)F)cc1Cl
? | nt | CCS(=O)(=O)N1CCN(C(=O)c2ccccc2)CC1
? | nt | C=CCn1c(C)cc(-c2csc(N)n2)c1C
17% | 9 | Fc1ccccc1-c1nc2ccccc2[nH]1
23% | -23 | Cc1cc2nc(-c3cccnc3SCC(=O)NCc3ccco3)[nH]c2cc1C
? | nt | CN(C)CCN(C(=O)CN1C(=O)c2ccccc2C1=O)c1nc2cc3c(cc2s1)OCO3
? | nt | O=C(/C=C/c1ccccc1)NCC(=O)N/N=C\c1cccnc1
? | nt | CC(=O)Nc1cccc(NC(=O)CSc2nccn2Cc2ccccc2)c1
0% | -11 | Cc1ccc(NC(=O)c2c(C(=O)Nc3ccccc3)sc3nc(C)cc(=O)n23)cc1
? | nt | CN(C)CCCOc1cccc(Cl)c1
? | nt | COc1ccc2nc(NC(=O)c3cnccn3)sc2c1
? | nt | O=C(Cn1ncc2c([nH]c3ccccc32)c1=O)NCCc1ccc(Cl)cc1
11% | 0 | O=C(Cn1nnc(-c2ccc(S(=O)(=O)N3CCCC3)cc2)n1)Nc1ccccc1-n1cccc1
? | nt | CN1C(=O)N(C)C2(c3ccccc3)NC(=O)NC12c1ccccc1 (configuration not stated)
i | -20 | CCn1c2ccccc2c2cc(NC(=O)COC(=O)c3cc(OC)c(OC)cc3OC)ccc21
17% | 4 | Cc1cc(C)cc(NC(=O)N2CCCC2C(=O)NCc2ccco2)c1 (configuration not stated)

3 records picked at random from the list so far, as already listed:
Lipid storage S3 | Lipid storage S3 cell count max | SMILES
11% | 0 | O=C(Cn1nnc(-c2ccc(S(=O)(=O)N3CCCC3)cc2)n1)Nc1ccccc1-n1cccc1
i | -20 | CCn1c2ccccc2c2cc(NC(=O)COC(=O)c3cc(OC)c(OC)cc3OC)ccc21
? | nt | O=C(Cn1ncc2c([nH]c3ccccc32)c1=O)NCCc1ccc(Cl)cc1

A portion of the library; rates above refer to the full screens.
